Luciferase inh: Firefly luciferase inhibition profiling of diverse chemical library using quantitative high-throughput screening; Luciferin 4-monooxygenase (Photinus pyralis), P08659; purified P. pyralis luciferase, luminescence, biochemical; Potency, µM (highest dose often 115 µM), without a hit: at the top dose activity change, negative = inhibition, actives largely listed as inhibitors; hit rate 2.5% among 76,000; AID 1347043, 2019; note: potency is the fitted concentration of half-maximal effect; nearly all actives have a fitted effect of over 65% in size
Target sequence (P08659 whole entry, looked up): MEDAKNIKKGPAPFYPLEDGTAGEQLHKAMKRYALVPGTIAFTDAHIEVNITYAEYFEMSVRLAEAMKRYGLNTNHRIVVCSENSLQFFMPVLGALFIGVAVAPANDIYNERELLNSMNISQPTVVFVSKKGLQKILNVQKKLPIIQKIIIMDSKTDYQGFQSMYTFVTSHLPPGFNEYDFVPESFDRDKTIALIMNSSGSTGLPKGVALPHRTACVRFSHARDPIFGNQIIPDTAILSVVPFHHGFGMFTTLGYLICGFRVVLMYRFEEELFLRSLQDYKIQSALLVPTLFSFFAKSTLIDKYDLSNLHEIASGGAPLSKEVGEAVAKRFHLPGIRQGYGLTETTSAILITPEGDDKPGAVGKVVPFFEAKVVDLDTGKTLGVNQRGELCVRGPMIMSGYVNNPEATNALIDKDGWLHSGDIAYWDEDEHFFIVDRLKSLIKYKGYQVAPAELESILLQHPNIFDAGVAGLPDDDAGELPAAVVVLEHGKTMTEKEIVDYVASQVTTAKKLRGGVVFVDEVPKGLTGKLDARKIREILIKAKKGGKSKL
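Cell-free enzyme assay, 10nM P. pyralis luciferase, luciferin and ATP each at 10uM. Inhibition profiled over a 6-point titration, read as luminescence.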
SNCA expr inh: Primary qHTS assay for inhibitors of alpha-synuclein gene (SNCA) expression. HEK-293 SNCA-luciferase knock-in, luminescence, 24 h. Potency, µM (top dose mostly 57.2 µM), inactives show at the top dose activity change, negative = inhibition, hits mostly inhibitors. hit rate 0.17% among 140,000. AID 1671194, 2021;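 note: potency is the fitted concentration of half-maximal effect; plate controls were DMSO cells for no effect and cell-free wells for full effect; nearly all actives have a fitted effect of over 45% in size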
IP6K1 inh: Primary qHTS assay for small molecule inhibitors of Inositol hexaphosphate kinase 1 (IP6K1) | Inositol hexakisphosphate kinase 1 (Homo sapiens), Q92551 | IP6K1 kinase, ADP-Glo luminescence, 2 h; stronger effect = lower value | hit rate 0.81% among 140,000 | activity change, % (series mostly up to about 58 µM) | AID 1645851, 2021; in the data active = activity change below about -25%
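ADP-Glo luminescence measures ADP made by human IP6K1 during a 2 h RT reaction with ATP/IP6 (mix at 1.3 mM/130 uM); top library doses 57.5 and 19.1 uM final.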
GPT2 inh: Primary qHTS assay for inhibitors of Glutamate pyruvate transaminase 2 (GPT2); Alanine aminotransferase 2 (Homo sapiens), Q8TD30; Recombinant GPT2, coupled pyruvate oxidase/HRP Amplex Red fluorescence; Potency, µM (highest dose often 57.7 µM), inactives show at the top dose activity change, negative = inhibition, actives largely listed as inhibitors; hit rate 0.25% among 100,000; AID 1671188, 2021; note: potency is the fitted concentration of half-maximal effect; nearly all actives have a fitted effect of over 60% in size; many of its hits are not listed in these tables
Target sequence (Q8TD30 whole entry, looked up): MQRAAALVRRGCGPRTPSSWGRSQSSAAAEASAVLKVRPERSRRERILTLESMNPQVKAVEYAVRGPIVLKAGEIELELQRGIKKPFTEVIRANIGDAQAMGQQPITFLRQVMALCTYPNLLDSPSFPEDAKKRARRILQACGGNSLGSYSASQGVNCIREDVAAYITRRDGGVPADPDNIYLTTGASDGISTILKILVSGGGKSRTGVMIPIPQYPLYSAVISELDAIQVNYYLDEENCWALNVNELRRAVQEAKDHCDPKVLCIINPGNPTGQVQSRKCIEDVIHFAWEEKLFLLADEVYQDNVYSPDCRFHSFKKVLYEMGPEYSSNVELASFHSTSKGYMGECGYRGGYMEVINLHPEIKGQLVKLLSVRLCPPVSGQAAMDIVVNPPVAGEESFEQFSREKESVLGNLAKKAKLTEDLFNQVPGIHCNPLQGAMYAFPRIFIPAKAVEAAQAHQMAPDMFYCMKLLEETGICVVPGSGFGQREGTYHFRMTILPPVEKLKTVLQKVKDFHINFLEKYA
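Fluorescence of coupled pyruvate oxidase/HRP/Amplex Red system (50uM Amplex, 30 min, dark) reports pyruvate formed by GPT2. Enzyme reaction: 10ng/uL GPT2, 2mM L-alanine, 250uM a-KG, 30 min room temperature, pH 7.5; 50uM AOA control.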
NIH3T3 tox: Cytotoxic Profiling in NIH 3T3 Cell Line of Diverse Libraries Using Quantitative High-Throughput Screening; Potency, µM (series often up to 96.7 µM), for the others: top-dose activity change, negative = cytotoxicity, actives largely listed as inhibitors; NIH 3T3 viability, CellTiter-Glo ATP luminescence, 48-72 h; AID 1345082, 2018; hit rate 4.3% among 94,000; note: potency is the fitted concentration of half-maximal effect; nearly all actives have a fitted effect of over 55% in size
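Cells were seeded at 400 per well, treated with pin-transferred compound, and kept 48 or 72 hr at 37 °C before CellTiter-Glo addition and luminescence imaging of cellular ATP.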
HEK cytotox: Cytotoxic Profiling in HEK 293 Cell Line of Diverse Libraries Using Quantitative High-Throughput Screening; HEK 293 viability, ATP luminescence (CellTiter-Glo), 48-72 h; Potency, µM (titrated, usually from 115 µM), inactives show top-dose activity change, negative = cytotoxicity, hits mostly inhibitors; hit rate 6.6% among 94,000; note: potency is the fitted concentration of half-maximal effect; nearly all actives have a fitted effect of over 60% in size
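250 HEK 293 cells/well; compound by pintool; incubated 48 or 72 hr at 37 degree Celsius; CellTiter-Glo added, 10 min RT, luminescence imaged.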
HEK293 viab: GF-AFC viability counterscreen for inhibitors of alpha-synuclein gene (SNCA) expression. AID 1671193, 2021. HEK-293-SNCA-luc viability, GF-AFC fluorescence, 24 h. hit rate 0.12% among 150,000. Potency, µM (highest dose often 57.1 µM), without a hit: top-dose activity change, negative = cytotoxicity, hits mostly cytotoxic;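 note: potency is the fitted concentration of half-maximal effect; 0% = DMSO-treated cells and -100% = medium-only wells without cells; nearly all actives have a fitted effect of over 30% in size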
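Cytotoxicity counterscreen: after 24 h compound treatment of genome-edited SNCA-luciferase HEK-293 cells, live-cell protease substrate GF-AFC read by fluorescence after 30 min; activity scaled between DMSO (0%) and medium-only (-100%), curves Hill-fitted.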
* = called active by the depositor; i = inactive; ? = inconclusive; . = not tested or not shown; [ ] = another dose, or the depositor's remark. Unless noted, calls come from the whole dose curve; as a rule, active = well fitted curve in the direction sought with a large enough effect; inconclusive = small, poorly fitted or top-dose-only effect, or another doubt; inactive = no such curve, though single readings can be large; an effect the other way counts as inactive or inconclusive. Unless noted, % is set by controls: 0 for no effect and ±100 for the full control effect. An excerpt; count on the stated rates, not on these rows.

SMILES	Luciferase inh	SNCA expr inh	IP6K1 inh	GPT2 inh	NIH3T3 tox	HEK cytotox	HEK293 viab
Cn1cccc1CN1CCCN(S(C)(=O)=O)C(c2ccccc2)CC(=O)NCC1 (stereo not drawn)	8%	7%	25	3%	-20%	?	9%
COc1ccc(Cl)cc1NC(=O)Cn1c(=O)c2ccccc2n2nncc12	.	-3%	-1	.	.	.	4%
COc1cccc(-c2nnc3n(Cc4ccccc4Cl)c(=O)c4ccccc4n23)c1O	.	-17%	24	.	.	.	?
Cc1ccc(Cn2c(=O)c3ccccc3n3c(-c4ccccc4)nnc23)cc1	.	7%	6	.	.	.	0%
C[S+](=O)([O-])c1cccc(-c2nnc3ccc(C(=O)NCCc4ccc(Cl)cc4)cn23)c1	.	-15%	-1	3%	-20%	-17%	-11%
COc1ccc(CN2C[C@H]3CN(Cc4cccnc4)CCN3C2=O)cc1	6%[172 µM]	14%[87.6 µM]	-10	-3%[88.5 µM]	0%[138 µM]	2%[172 µM]	4%[87.6 µM]
CCOc1ccc(-c2nn(-c3ccccc3)cc2C2NC(=O)NC(C)=C2C(=O)OC(C)C)cc1 (stereo not drawn)	.	-11%	29	.	.	.	?
O=C(Nc1ccc([C@@H](O)[C@H]2COCC(=O)N2Cc2ccccc2F)cc1)c1cccs1	2%	2%	-8	3%	-8%	-24%	3%
COc1ccc(Nc2ccnc(N3CCC(NC(=O)c4ccccc4F)CC3)n2)cc1	.	19%	12	-2%	?	50µM*	-17%
CN1C(=O)c2ccccc2NC(=O)[C@]12O[C@@H]2c1cccc(O)c1	.	.	1	5%	.	.	-7%
O=C1CC[C@]2(C(=O)N3CCCCC3)CCCC[C@H]2N1CCc1ccccc1	4%	3%	-5	-6%	1%	-21%	-13%
CN(C)c1ccc(C(=O)NC2CCN(c3cc(-c4ccccc4)[nH]n3)C2)cc1 (stereo not drawn)	-17%	-19%	3	?	?	?	3%
COc1cccc(CN2CCNc3cc(-c4ccccc4)ncc3C2)c1	40µM*	-30%[87.6 µM]	-20	-12%[88.5 µM]	?	?	?
CCc1cc(=O)n(CC(=O)Nc2ccccc2OC)c(-c2ccccc2)n1	4%	-11%	4	i	?	?	3%
CCN1CCC(N(Cc2ccc(F)cc2)C(=O)Nc2cccc(C(F)(F)F)c2)CC1	.	-20%	-1	.	.	.	2%
CN(C)C[C@@H]1CN(c2ncccn2)C[C@H]1N	5%	-24%	6	i	2%	i	-10%
CC(C)(C)C(=O)NC1CN(c2ccnc3ccnn23)C1	.	-2%	6	-13%	-15%	-7%	4%
CC(C)(C)CC(=O)N1CC[C@H]2CC(=O)N(Cc3cccnc3)CC[C@H]2C1	7%[172 µM]	21%[87.6 µM]	20	-8%[88.5 µM]	-14%[174 µM]	-17%[172 µM]	-6%[87.6 µM]
CCOC(=O)c1c(-c2ccc(C)cc2)csc1NC(=O)c1cc(=O)c2cc(C)c(C)cc2o1	.	-25%	31	.	.	.	14%
Oc1ccc(CCNCCCCCCNCCc2ccccc2)cc1O	.	53%[25.6 µM]	-11	?	.	.	5%[23.9 µM]
c1ccc(-c2noc(-c3cncnc3NC3CCCCC3)n2)cc1	2%	-6%	4	i	-7%	i	10%
O=C1NCc2nc3ccccc3c(=O)n2C1Cc1c[nH]c2ccccc12 (stereo not drawn)	.	.	14	i	.	.	-2%
Cc1ccc(C)c(N2CCN(C(=O)Cn3cnc4onc(-c5ccc(F)cc5)c4c3=O)CC2)c1	.	?	8	.	.	.	7%
OCC1(CCc2ccccc2)CCCNC1 (stereo not drawn)	-3%	?	4	i	-1%	-5%	-13%
Cc1cc(C)cc(NCc2nnc3n2CCCCC3)c1	.	5%	-16	.	.	.	-2%
Cc1cc(NC(=O)CSc2ncc(C(=O)Nc3ccc(F)cc3)c(=O)n2C)no1	.	112%[activator]	-10	.	.	.	-11%
O=C(c1ccc2nc[nH]c2c1)N1CCCN(c2cc(-c3ccc(Cl)cc3)[nH]n2)CC1	0%	27%	11	2%	-10%	-13%	7%
COCCCNC(=O)c1cnc2sc(N3CCCCCC3)nn2c1=O	.	8%	14	.	.	.	-1%
Cc1ccccc1C(=O)N(C)CC1CCOCC1	-11%	14%	-2	-20%	-9%	-20%	3%
COC(=O)c1cccc(NC(=S)N[C@H]2CO[C@H]3[C@@H]2OC[C@@H]3n2nnnc2-c2ccc3c(c2)OCO3)c1	?	-16%	-3	3%	?	?	1%
C=CCCC(=O)N1[C@@H](c2ccco2)[C@@H](C(=O)OCC)C[C@]12CCCCN(CCOC(C)=O)C2=O	.	.	-8	.	-28%	?	.
Cc1onc(C(=O)N2CCC(C)(c3noc(-c4ccncc4)n3)CC2)c1Cn1cc(Cl)cn1	4%	-10%	8	i	-26%	?	-1%
COCc1cc(C[C@@H]2C[C@H](NCC3CC3)C2(C)C)no1	9%[230 µM]	-5%[87.6 µM]	-2	4%[88.5 µM]	-1%[174 µM]	0%[230 µM]	0%[87.6 µM]
C=CCNC(=O)CCc1c(C)nn(-c2ccccc2C)c1Oc1cccc(F)c1	-6%	5%	1	-5%	?	-26%	7%
CCn1cc(-c2ccc(C)cc2)cc1C(=O)N1CCC(C)CC1	-12%	-15%	-30*	i	?	?	-7%
COC(=O)CNC(=O)C1CN(Cc2ccccc2)C(=O)N1 (stereo not drawn)	-9%[172 µM]	?	-9	i	-6%[138 µM]	-8%[172 µM]	7%[87.6 µM]
COc1ccc(OC)c(CNS(=O)(=O)c2ccc(-c3cc(C(F)(F)F)on3)s2)c1	.	?	21	.	.	.	-2%
O=C1CCC2(C(=O)NCc3cccc(F)c3)CCC=C2N1C1CCCC1 (stereo not drawn)	.	53%[activator]	2	4%	-14%	-10%	-15%
Cc1ccc2c(c1)c1c(c(=O)n(-c3ccccc3)c(=O)n1CC(=O)NCCC1=CCCCC1)n2C	.	3%	8	.	.	.	0%
COc1ccc(C(=O)N2CC[C@H]3COC(=O)N3c3ccccc3C2)cc1	10%[172 µM]	?	-10	1%[88.5 µM]	1%[138 µM]	i	1%[87.6 µM]

Complete entries, quoted from the list. Values in the order: Luciferase inh | SNCA expr inh | IP6K1 inh | GPT2 inh | NIH3T3 tox | HEK cytotox | HEK293 viab
`CN(C)c1ccc(C(=O)NC2CCN(c3cc(-c4ccccc4)[nH]n3)C2)cc1` (stereo not drawn) is listed with -17% | -19% | 3 | ? | ? | ? | 3%
`COc1ccc(Cl)cc1NC(=O)Cn1c(=O)c2ccccc2n2nncc12` is listed with . | -3% | -1 | . | . | . | 4%
`COc1ccc(OC)c(CNS(=O)(=O)c2ccc(-c3cc(C(F)(F)F)on3)s2)c1` is listed with . | ? | 21 | . | . | . | -2%
`C=CCNC(=O)CCc1c(C)nn(-c2ccccc2C)c1Oc1cccc(F)c1` is listed with -6% | 5% | 1 | -5% | ? | -26% | 7%

The list continues.
SMILES	Luciferase inh	SNCA expr inh	IP6K1 inh	GPT2 inh	NIH3T3 tox	HEK cytotox	HEK293 viab
Cn1nc(-c2cccs2)cc1-c1nc(C2CCOC2)no1 (stereo not drawn)	?	65%[activator]	-15	0%	?	?	-1%
COCCC1(NC(=O)C2CCC2)CCN(CC2CC2)CC1	0%	-9%	14	i	-19%	-17%	-12%
CCC(C)NC(=O)C1COC2(CCCCC2)N1C(=O)c1cccc(F)c1 (stereo not drawn)	-9%	15%	8	i	-16%	-24%	4%
Cc1ncsc1CCC(=O)N1CC[C@@H]2[C@@H](CCC(=O)N2CCN)C1	0%	-31%	2	-12%	-4%	-8%	?
NS(=O)(=O)c1ccc(CCNC(=O)C2COc3ccccc3C2)cc1 (stereo not drawn)	.	-9%	14	.	.	.	14%
CC(NC(=O)Cc1cc(F)cc(F)c1)C(=O)NC1C(=O)N(C)c2ccccc2-c2ccccc21 (stereo not drawn)	.	.	29	-9%	.	.	-51%
COc1ccc(C)nc1-c1cccc(OC)c1C(=O)N(C(C)C)C(C)C	3%	-22%	-5	-7%	-12%	-22%	-13%
O=C1NCc2ccccc2CC12CCN(Cc1c(F)cccc1F)C2 (stereo not drawn)	.	?	-2	4%	-17%	-17%	-13%
COc1cc(C(=O)N2C[C@@H](C)[C@@](C)(O)C2)ccn1	-5%	?	2	-8%	-2%	0%	?
Nc1cccc(C(=O)NCC2CCN(Cc3cc(F)cc(F)c3)C2)c1 (stereo not drawn)	7%	9%	4	-2%	0%	-17%	0%
CC(C)[C@@H](CS(=O)(=O)C(C)C)N1C(=O)[C@@](C)(CC(=O)O)C[C@H](c2cccc(Cl)c2)[C@H]1c1ccc(Cl)cc1	.	?	0	i	.	.	?
O=C(NC1CCN(c2ccc3nnc(C4CC4)n3n2)CC1)C1CCCCC1	.	.	3	.	?	?	.
COc1ccccc1NC(=O)CN(c1cc(C)cc(C)c1)S(=O)(=O)c1c(C)[nH]c(=O)[nH]c1=O	.	7%	-4	.	.	.	5%
COc1ccccc1Oc1ncccc1CNC(=O)c1ccccc1SC	32µM*	77%[activator]	10	i	-16%	?	4%
CC(C)N1C(=O)[C@@H]2[C@@H](CCN2C(=O)CSCC(=O)O)N(Cc2cccc(F)c2)C1=O	-12%[172 µM]	-5%[87.6 µM]	2	-18%[88.5 µM]	-27%[174 µM]	-24%[172 µM]	-1%[87.6 µM]
COCCNC(=O)C1CCN(C(=O)c2ncn3c2COC(c2ccc(F)cc2)C3)CC1 (stereo not drawn)	?	-4%	8	i	-1%	-2%	0%
N#Cc1cccnc1-c1ccc(C(=O)N2CCC(N[S+](=O)([O-])c3cccc(C(F)(F)F)c3)CC2)cc1	.	-14%	17	-18%	?	?	4%[12.5 µM]
CC(C)c1noc(-c2cccn3c(CNC(=O)c4c(F)cccc4F)nnc23)n1	4%	9%	10	i	-2%	-18%	6%
COc1ccc(S(=O)(=O)N(Cc2nc(-c3ccccc3)no2)C2CCCCC2)cc1	.	4%	-15	.	.	.	1%
COCCNC(=O)c1cc(-c2ccc(C(F)(F)F)cc2)nc2c1cnn2C	.	.	-8	.	?	?	.
COc1ccc(CCNC(=O)CCCN2C(=O)COc3ccc(C(C)=O)cc32)cc1OC	0%	7%	-1	-11%	-11%	-5%	4%
c1ccc(-c2noc(-c3ccccc3OC3CCNC3)n2)cc1 (stereo not drawn)	-6%	39%[activator]	9	i	13µM*	?	?
COc1cccc(C(=O)NC2CC(=O)N(c3ccc4c(c3)OCCO4)C2)c1OC (stereo not drawn)	.	-5%	-5	.	.	.	1%
